# TNAP activation fold: human TNAP enzyme activators, primary screen, biochemical, luminescent, no phosphate acceptor, uHTS (AID 1001); Alkaline phosphatase, tissue-nonspecific isozyme (Homo sapiens); purified TNAP, luminescent activation assay, no phosphate acceptor; higher activation fold means a stronger effect; one-dose activation fold at 20 µM; EC50 in µM for titrated hits; 200,000 tested, 0.03% active; in the data active = activation fold from about 3, or a potency from the dose series; inactive = the rest, 99 in 100 with activation fold below about 1.6; also: many of its hits are not listed in these tables
# ER stress rescue: rescue of cells from ER stress-induced death, primary screen, 384-well, CSM14.1, thapsigargin, ATP luminescence (AID 1222); CSM14.1 thapsigargin-induced death rescue, ATP luminescence; higher % means a stronger effect; cellular ATP content (survival), % at 20 µM; hits with a dose series show EC50 in µM; 190,000 tested, under 10 active;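 active = EC50 below 50 µM in the dose-response confirmation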;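 also: death triggered by thapsigargin at about 15 µM added after 2 h compound pretreatment; cell ATP read after overnight thapsigargin exposure of roughly 18 to 22 hours; normalized against plate controls of thapsigargin alone and 5% DMSO vehicle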
# M1AAP inhibition: P. falciparum M1AAP inhibitors, biochemical, fluorogenic H-Leu-NHMec substrate, 1536-well (AID 1445); recombinant M1AAP, H-Leu-NHMec fluorogenic kinetic assay; higher % means a stronger effect; inhibition, % at 30 µM; hits with a dose series show IC50 in µM; 220,000 tested, 0.42% active; Aminopeptidase N (Plasmodium falciparum (isolate 3D7));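 active = primary inhibition above the hit cutoff, then over 50% inhibition at one or more dose response concentrations, cut at about 23% in these data, passing the limit was not always enough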;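 also: plate controls were DMSO full reaction for no effect and no enzyme background for full effect; strong numbers were not always called active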
# PMI inhibition: human PMI inhibitors, high substrate, primary screen, biochemical, fluorescence intensity, high mannose 6-phosphate (AID 1220); Mannose-6-phosphate isomerase (Homo sapiens); recombinant PMI enzyme, coupled fluorescence intensity; higher % means a stronger effect; inhibition, % at 20 µM; hits with a dose series show IC50 in µM; 190,000 tested, 0.66% active
# UTI89 phage lysis: inhibition of K1F phage lysis, E. coli UTI89, bacterial capsule biogenesis inhibitors, alamar blue (AID 488966) | E. coli UTI89 K1F phage lysis, alamar blue, 2 h; higher % means a stronger effect | one-dose inhibition, % at 100 µM; IC50 in µM for titrated hits | 340,000 tested, 0.02% active;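 active = phage lysis inhibition, versus mean bacterial control, above a set limit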;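 also: capsule biogenesis inhibitors block K1F phage lysis so surviving cells raise fluorescence; higher fluorescence means more inhibition of phage lysis; actives were called in the ten point dose series up to 300 µM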
# Lipid droplet: inhibitors of hepatocyte lipid droplet formation, primary screen, imaging, high-throughput imaging, BODIPY stain. AML12 mouse hepatocytes, oleate lipid droplets. inhibition, % at 6.5 µM. 240,000 tested, 0.4% active;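 active = lipid droplet intensity inhibited by at least 50%, with more than 500 cells counted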
#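 Material: mouse AML12 hepatocyte cell line, fixed after treatment; Timing: compound with oleate, overnight; Technique: high-content imaging of BODIPY-stained droplets and DAPI nuclei; Probe or stimulus: oleate, 100 µM final; Dosing: compound at 6.5 µM only.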
# human PMI inhibition: inhibitors of human PMI, primary screen, biochemical, fluorescence intensity, coupled assay (AID 1209) | Mannose-6-phosphate isomerase (Homo sapiens) | purified PMI enzyme, coupled fluorescence intensity; higher % means a stronger effect | inhibition, % at 20 µM; hits with a dose series show IC50 in µM | 190,000 tested, 0.42% active;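 also: plate controls were DMSO vehicle for no effect and wells lacking substrate for full effect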
# Myeloid diff 2: induction of myeloid progenitor differentiation, primary screen, cell-based, flow cytometry, MLPCN library; ER-HoxA9 myeloid progenitors, lysozyme-GFP differentiation; calls only at 10 µM; 360,000 tested, 1% active; AID 624256, 2012;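 active = normalized GFP-positive differentiation at or above the plate's own cutoff, the solvent-only control mean plus 3 SD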;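 also: cells exposed to compound for four days before flow analysis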
# WT yeast gro inh: growth inhibition of WT strain, primary screen, mitochondrial fusion inhibitor project, WT and mutant strains, chemical genetic; inhibition, % at 10 µM; 190,000 tested, 2.1% active; mitochondrial fusion phenotypic screen; in the data active = inhibition above about 58%; tested in S. cerevisiae
# WT yeast gro inh mutant strain: recorded beside WT yeast gro inh, whose call it bears; inhibition, %; mitochondrial fusion phenotypic screen, mutant strain inhibition
# Lipid droplet cells 6.5 µM: recorded beside Lipid droplet, whose call it bears; cell count; measured here: cell count, cytotoxicity flag;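 cells counted across two imaged fields per well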
# Myeloid diff 2 GFP+ MAC1+ %: second read-out of Myeloid diff 2, no call of its own (marks repeat the call); GFP+ MAC1+ double positive, %; measured here: differentiation confirmed by MAC1 staining
# * hit, by the source's call; i = inactive; x = not tested or not shown; [ ] = remark or other dose. Rule as the data show it, unless noted: active = inhibition above about 50%; inactive = the rest.
# Start of the listing, in advance:
SMILES,TNAP activation fold,ER stress rescue,M1AAP inhibition,PMI inhibition,UTI89 phage lysis,Lipid droplet,Lipid droplet cells 6.5 µM,human PMI inhibition,Myeloid diff 2,Myeloid diff 2 GFP+ MAC1+ %,WT yeast gro inh,WT yeast gro inh mutant strain
CCOc1ccc(N2Nc3n[nH]c(N)c3N2)cc1,1.5,-2.5%,1%,4%,-1.4%,13,804,0%,i,0.3,-10,-4
Cc1ccc(N2CCN(CC(O)COc3cccc(C)c3)CC2)cc1 (stereo unspecified),x,x,-9%,x,-0.1%,0,692,x,i,0.6,x,x
Cc1ncoc1C(=O)N1CCCC(C(=O)c2cccc3ccccc23)C1 (stereo unspecified),1,0.4%,2%,4%,-0.2%,-8,729,2%,i,0.5,-10,8
Cc1nn2c(-n3ccnc3C)c3c(nc2c1-c1ccccc1)CCC3,1,0.6%,2%,2%,2.0%,-2,836,6%,i,5.1,4,3

# The whole of this part, repeating the preview:
SMILES,TNAP activation fold,ER stress rescue,M1AAP inhibition,PMI inhibition,UTI89 phage lysis,Lipid droplet,Lipid droplet cells 6.5 µM,human PMI inhibition,Myeloid diff 2,Myeloid diff 2 GFP+ MAC1+ %,WT yeast gro inh,WT yeast gro inh mutant strain
CCOc1ccc(N2Nc3n[nH]c(N)c3N2)cc1,1.5,-2.5%,1%,4%,-1.4%,13,804,0%,i,0.3,-10,-4
Cc1ccc(N2CCN(CC(O)COc3cccc(C)c3)CC2)cc1 (stereo unspecified),x,x,-9%,x,-0.1%,0,692,x,i,0.6,x,x
Cc1ncoc1C(=O)N1CCCC(C(=O)c2cccc3ccccc23)C1 (stereo unspecified),1,0.4%,2%,4%,-0.2%,-8,729,2%,i,0.5,-10,8
Cc1nn2c(-n3ccnc3C)c3c(nc2c1-c1ccccc1)CCC3,1,0.6%,2%,2%,2.0%,-2,836,6%,i,5.1,4,3
Cn1cnnc1SCC(=O)Nc1ccc(F)cc1F,1.1,-0.4%,3%,-11%,-2.8%,0,640,-3%,i,0.8,-12,9
Cc1cc(Sc2nc(NC(C)(C)C)nc(N3CCOCC3)n2)nc(Cl)n1,1.1,-1.6%,1%,4%,-0.2%[50 µM],7,672,11%,i,0.4,-14,4
COc1ccccc1CCc1nnc(CCC(=O)NC(C)Cc2cccnc2)o1 (stereo unspecified),1.1,-1.4%,-7%,-8%,0.0%,-14,659,-3%,i,0.2,-6,-9
CCOc1ccccc1-n1c(SCC(N)=O)nnc1-c1ccco1,1.1,-2.3%,9%,-10%,-0.1%,14,752,-7%,i,17,-3,5
CCOc1ccc(C(=O)Cc2cc(OC)c(OC)cc2[N+](=O)[O-])cc1,1.1,-1.9%,1%,0%,-0.2%,x,x,-3%,i,4.4,10,28
O=C(O)c1oc2ccccc2c1CN1CCN(c2ccccc2)CC1,1.1,-2.4%,-2%,2%,3.1%,-1,717,-1%,i,0.4,25,3
O=C(CSc1nc(C2CCCCC2)n(-c2ccccc2)n1)NCCN1C(=O)CSC1=O,1.2,x,0%,-1%,-0.5%,-10,674,1%,i,0.9,-4,-7
Cn1nc(C(=O)NCCOc2ccccc2)c2ccccc2c1=O,1,5.0%,15%,-7%,0.5%,7,761,-3%,i,0.3,4,10
CCN(Cc1ccncc1)C(=O)c1cccs1,1.1,-0.6%,6%,9%,4.0%,x,x,12%,i,7.6,-10,-8
C/C(Cl)=C\Cn1c(N2CCCC2)nc2c1c(=O)[nH]c(=O)n2C,1.1,-1.6%,-1%,-1%,-0.3%,x,x,1%,i,1.1,-7,-13
COc1ccc(NC(=O)C2=C(C)NC(=S)NC2c2ccc(O)c(OC)c2)cc1 (stereo unspecified),1,0.4%,-1%,-1%,0.2%,1,721,1%,i,0.0,-11,7
Cc1ccc(C(=O)N2CCc3ccccc32)o1,1.3,-1.6%,1%,-14%,5.4%,-3,595,0%,i,1.3,7,7
CC1CCN(CCCOc2ccc(OCc3ccccc3)cc2)CC1,1,-0.5%,3%,-11%,5.2%,x,x,-3%,i,0.5,63,71
COc1ccc(-c2cc(C(F)(F)F)nc(-n3cc(Br)cn3)n2)cc1,1.1,-1.1%,7%,19%,0.4%,14,818,16%,i,0.9,-32,0
CCCCC1=CC2=C(c3ccco3)C(=O)C(C)(OC(=O)c3ccc(OC)cc3)C(=O)C2=CN1CCOC (stereo unspecified),x,x,7%,x,1.4%,6,744,x,i,2.2,x,x
O=S(=O)(Nc1ccc(-c2nc3cccnc3s2)cc1)c1ccccc1F,x,x,-4%,x,0.2%,-7,647,x,i,0.1,x,x
CCOc1cc(C2C3=C(CCCC3=O)N(C)C3=C2C(=O)CCC3)cc(Cl)c1O,1.1,0.1%,19%,15%,-0.9%,-23,706,-7%,i,3.5,5,2
CS(=O)(=O)Nc1ccccc1Oc1ccccc1,1,-0.2%,4%,-23%,0.3%,0,722,-6%,i,0.6,9,2
Cc1ccc(Nc2c([N+](=O)[O-])c(=O)oc3ccccc23)cc1,1,0.2%,0%,8%,-0.6%,-5,684,6%,i,0.4,-1,-16
COc1ccc(CCn2nnnc2C(c2ccc(C)cc2)N2CCN(C)CC2)cc1OC (stereo unspecified),1.1,1.2%,-1%,-4%,i,x,x,-3%,i,0.0,-16,-10
CCCCCCNC(=O)c1cccc(-c2ccc(C)c3ccccc23)n1,1.1,-0.1%,-1%,9%,-0.2%,-38,743,10%,i,0.3,52,-1
CCOC(=O)c1cnc2ccc(C(=O)OC)cc2c1Nc1ccc2c(c1)OCCO2,1,5.9%,9%,2%,0.0%,x,x,-4%,x,x,32,16
O=C(NCC1CCCO1)NC1CCCCC1 (stereo unspecified),1.1,-2.1%,1%,4%,0.0%,-2,737,4%,i,2.5,-17,0
Cc1c(C#N)c(N)nc2c3c(sc12)NC(=O)CC3c1ccc(Cl)cc1 (stereo unspecified),1.1,-0.2%,2%,9%,0.0%,-14,555,-5%,i,0.1,-5,1
COc1ccc2cc3c(N)nn(C(=O)C4CCC(C(C)(C)C)CC4)c3nc2c1 (stereo unspecified),1,-3.6%,3%,14%,-0.6%,-12,716,13%,i,1.3,92*,74*
COc1cc(CNC2CCCCCC2)cc(OC)c1,1.2,-1.3%,5%,4%,4.0%,-1,746,9%,i,2.2,-1,-3
CCOC(=O)c1[nH]c2cc3c(cc2c1NC(=O)CN1CCC(C)CC1)OCO3,1,4.5%,6%,2%,-0.3%,x,x,5%,i,0.4,-3,-1
Cc1cc(C)nc(SC2CCCCC2O)n1 (stereo unspecified),1.1,-1.2%,1%,5%,0.4%,-12,775,8%,i,0.3,-19,-3
Nc1cc(=O)[nH]c(SCc2ccc(Cl)cc2)n1,1,3.0%,3%,4%,-0.6%,2,772,12%,i,0.9,-1,3
c1ccc(-c2cc3c(N4CCCC4)ncnc3s2)cc1,1,-3.0%,4%,0%,0.3%,-19,677,-4%,i,0.4,-15,15
Nn1cnc2scc(-c3cccs3)c2c1=O,1.1,-1.2%,1%,9%,-3.2%,3,710,-2%,i,0.1,-2,2
Cn1c(CNC(=O)c2cccs2)nnc1SCC(=O)Nc1ccccc1,1.1,-3.8%,13%,0%,0.5%[50 µM],12,728,3%,i,0.3,-1,-20
O=C(CCN1CCOCC1)N1CCc2c([nH]c3ccccc23)C1c1cccc(Cl)c1 (stereo unspecified),1.1,3.1%,3%,6%,0.1%,-2,672,2%,i,0.4,7,-5
O=C(CSCc1cccc(Br)c1)N=Nc1c(O)[nH]c2ccccc12,1.1,-0.5%,13%,7%,0.2%,x,x,19%,i,1.0,3,-8
COc1ccc(/C=C/C(=O)C2CC2)cc1Cn1nc(C)c([N+](=O)[O-])c1C,1.1,-1.1%,6%,11%,0.0%,-4,646,15%,i,0.8,3,11
COc1cc(/C=N/NC(=O)C(N)=O)ccc1OCC(=O)N1C(C)CCCC1C (stereo unspecified),1.1,0.2%,9%,-16%,-0.6%,3,709,-14%,i,0.5,11,10
O=C(/C=C/c1ccc(Cl)c([N+](=O)[O-])c1)Nc1cccnc1,1.1,-1.6%,-1%,5%,i,-12,626,7%,i,0.3,0,-7
COc1ccc(Cc2cnc(N)s2)cc1,1.1,2.5%,3%,-3%,0.4%,6,685,-4%,i,0.2,1,-4
COc1cc(/C=N/NC(N)=O)cc(Br)c1OCc1ccc(C)cc1,1.1,-0.9%,3%,3%,0.6%,-11,750,7%,i,0.4,x,x
NC(=O)CCC(NC(=S)Nc1ccccc1)C(=O)O (stereo unspecified),x,x,5%,x,-0.1%,3,626,x,i,1.9,x,x
COc1ccccc1/C=C/C(=O)OCCCN(C)C,1.1,-1.0%,4%,13%,0.4%,10,640,4%,i,0.5,5,8
CC(C)N(Cc1nc(-c2ccccc2)no1)C(=O)c1ccc(Cl)cc1,1.1,-0.1%,-6%,5%,3.9%,x,x,7%,i,4.2,42,30
COc1cccc2c1nc(C)c1cc(C)oc12,1.1,-0.7%,9%,7%,0.9%,4,771,15%,i,0.7,10,4
COc1cc([N+](=O)[O-])ccc1NC(=O)CSc1n[nH]c(C(C)C)n1,1.1,1.1%,9%,18%,0.3%,11,680,4%,i,0.8,-3,15
Cc1cc(C)cc(OCC(O)CN2CCN(Cc3ccc4c(c3)OCO4)CC2)c1 (stereo unspecified),1.1,-0.6%,-8%,-27%,2.1%,3,680,-25%,i,0.5,12,13
Cc1nc(C)c(CC(=O)N/N=C/c2ccc(O)cc2)c(=O)[nH]1,1.1,-2.0%,8%,-1%,0.0%[50 µM],-2,702,-10%,i,0.6,-2,-14
CC(=O)Oc1c(C)cc(O)c2ccccc12,1.1,0.5%,8%,19%,x,1,813,28%,x,x,-9,-1
Cc1ccc(Cn2nnc3c(=O)[nH]c(C4CCN(C(=O)Cc5cccs5)CC4)nc32)cc1,1.1,2.8%,0%,0%,4.5%,x,x,2%,i,7.8,10,14
COC(=O)C(NC(=O)c1ccco1)(Nc1ccc(Br)cn1)C(F)(F)F (stereo unspecified),1.1,-0.9%,3%,1%,-0.1%,x,x,1%,i,0.9,12,13
O=C(Cc1ccccc1)NC(=S)Nc1ccc2oc(-c3ccccc3F)nc2c1,1,-1.7%,5%,3%,6.6%,x,x,11%,i,0.7,3,-5
Cc1ccc(S(=O)(=O)Cn2nnnc2C(C)N2CCN(C(=O)c3ccco3)CC2)cc1 (stereo unspecified),1.1,2.2%,-1%,12%,0.2%,x,x,9%,i,4.2,6,-4

# High-throughput results (PubChem BioAssay)

# Compounds as they come; about 4.6% have a hit in one of these screens.
